M4 PAM – potentiates acetylcholine response at human M4 receptor; P08173; CHO-K1 hM4/Gqi5, Fluo-8 calcium fluorescence, ACh EC20; 0% = ACh EC20, 100% = maximal ACh; activation, % at 3 µM; 0.4% of 360,000 active; AID 624126;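 active = activation above its plate's cutoff, the mean activation of sample wells plus 3 SD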; note: some results filed as inactive read as strong as hits
Target sequence (P08173 whole entry, looked up): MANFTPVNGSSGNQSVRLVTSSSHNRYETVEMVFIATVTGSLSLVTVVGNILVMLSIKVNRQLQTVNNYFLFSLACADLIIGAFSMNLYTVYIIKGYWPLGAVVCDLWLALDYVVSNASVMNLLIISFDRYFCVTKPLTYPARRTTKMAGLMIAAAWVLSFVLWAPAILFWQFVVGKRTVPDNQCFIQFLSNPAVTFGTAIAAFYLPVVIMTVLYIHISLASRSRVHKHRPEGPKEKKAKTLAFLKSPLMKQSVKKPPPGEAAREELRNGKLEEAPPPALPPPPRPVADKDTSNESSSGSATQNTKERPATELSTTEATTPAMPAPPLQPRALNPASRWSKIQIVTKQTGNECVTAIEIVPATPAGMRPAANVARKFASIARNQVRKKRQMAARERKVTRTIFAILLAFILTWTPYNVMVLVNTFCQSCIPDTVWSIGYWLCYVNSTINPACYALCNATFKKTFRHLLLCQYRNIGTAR
IDE inh – cellular human IDE inhibition; HEK cells, FAbetaB cleavage, fluorescence polarization; inhibition, % at 5.59 µM; 0.41% of 320,000 active;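 active = percent inhibition above the average of all tested compounds plus 3 SD, set per screening campaign, cut at about 16% in these data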;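 note: IDE supplied by intact live HEK cells; FP after avidin binding of uncleaved biotin substrate so inhibition keeps polarization high; 0% = DMSO wells and 100% = 60 µM reference IDE inhibitor Ii1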
PHOSPHO1 inh – inhibitors of human PHOSPHO1 phosphatase | Q8TCT1 | recombinant PHOSPHO1, absorbance phosphatase assay | AID 1565 | 1.1% of 290,000 active | inhibition, % at 13.3 µM; in the data active = inhibition above about 60%
Target sequence (Q8TCT1 whole entry, looked up): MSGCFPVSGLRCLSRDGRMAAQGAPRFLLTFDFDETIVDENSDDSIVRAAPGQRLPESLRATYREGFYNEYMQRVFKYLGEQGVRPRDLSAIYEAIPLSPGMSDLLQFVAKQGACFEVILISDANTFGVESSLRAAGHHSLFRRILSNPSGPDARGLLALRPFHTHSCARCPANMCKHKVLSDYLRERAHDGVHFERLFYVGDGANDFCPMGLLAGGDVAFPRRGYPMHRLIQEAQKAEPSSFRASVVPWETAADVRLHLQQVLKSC
p-CIP stab down – compounds decreasing mouse p/CIP protein stability. Q05BA5. decrease of EGFP signal, % at 10 µM. 0.01% of 290,000 active. AID 1984. F442A p/CIP-EGFP cells, EGFP fluorescence, 16 h;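 active = EGFP signal decrease of at least 30% at 10 µM or well 3 SD below plate mean, unless failing retest; inactive = the rest, including hits failing retest or dose response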; note: some compounds called inactive have numbers as strong as hits; many of its hits are not listed in these tables
IDE act – IDE (human) activation, cell-based. HEK cells, FAbeta-B cleavage, fluorescence polarization; 0% vehicle, 100% cell-free pure enzyme wells. 0.073% of 340,000 active. activation, % at 5.96 µM;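 active = activation above the mean of all tested compounds plus 3 SD, set per screening campaign, cut at about 17% in these data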
CRFR2-BP antag – blocks CRF-induced signaling of the CRF-BP/CRF-R2 complex; HEK293 CRF-R2/CRF-BP, CRF-induced calcium fluorescence; inhibition, % at 11.8 µM; 0.59% of 350,000 active; AID 588475;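 active = inhibition of the ligand-induced calcium signal above about 50% at the single tested concentration, limit read from the data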
CRFR2-BP ag – agonists of human CRF-binding protein/CRF-R2 receptor complex; activation, % at 13.2 µM; AID 588473; 0.46% of 350,000 active; HEK293 CRF-R2/CRF-BP, calcium dye fluorescence (FLIPR); percent of saturating CRF peptide response;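 active = activation of at least 50%, plus an integration ratio under a set limit after plate pattern correction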;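 note: plate controls were neutral control wells without compound for no effect and CRF at EC100 for full effect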
GalR3 antagonist – blocks the human galanin receptor 3 | O60755 | HEK293 GalR3-CNG cAMP membrane potential fluorescence; galR3 body fused to GalR1 C-terminus | inhibition, % at 3 µM | 0.44% of 360,000 active;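 active = inhibition above the screen-wide average plus 3 SD, cut at about 13% in these data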;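 note: forskolin and galanin both at EC90 stimulate the cells; cAMP rise reported by CNG channel membrane potential dye signal; 0% = forskolin plus galanin with DMSO and 100% = forskolin alone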
Target sequence (O60755 1-299 limits assumed): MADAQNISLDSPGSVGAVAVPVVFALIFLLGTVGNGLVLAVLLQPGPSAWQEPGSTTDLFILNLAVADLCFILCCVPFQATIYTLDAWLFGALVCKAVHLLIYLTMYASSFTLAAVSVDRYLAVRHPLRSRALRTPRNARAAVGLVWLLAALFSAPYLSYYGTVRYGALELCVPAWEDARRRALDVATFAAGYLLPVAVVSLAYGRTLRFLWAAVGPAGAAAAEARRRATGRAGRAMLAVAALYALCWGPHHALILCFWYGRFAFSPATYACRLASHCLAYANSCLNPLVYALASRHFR
MEKK3 PB1 HTS – modulators (inhibitors or enhancers) of MEK5 binding to human MEKK3 PB1 domain | Q99759 | bead-based flow cytometry, Alexa488-MEK5 binding to MEKK3; actives lie on both sides; 0 = blocked by unlabeled MEK5, 100 = vehicle | binding response (% of control), % at 10 µM | 1.4% of 290,000 active | AID 1529;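 active = binding response more than 3 SD above or below the average of its plate-row segment, actives on both sides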;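 note: Alexa488 bead fluorescence after subtracting the streptavidin-only scavenger bead signal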
Active calls of the source: *.

C[C@H](NC(=O)c1ccc(Cl)cc1)C(=O)OCn1nnc2ccccc2c1=O was read as M4 PAM 2, IDE inh 3, IDE act 1, CRFR2-BP antag 5, CRFR2-BP ag -0.1 and GalR3 antagonist -4.
For CCOC(=O)C1=CNS(=O)(=O)NC1c1ccc(C[C@H](NC(=O)CNC(=O)CCc2ccccc2)C(N)=O)cc1 (some centres not stated) the results were M4 PAM 0, IDE act 3, CRFR2-BP antag -4, CRFR2-BP ag -2.8 and GalR3 antagonist -5.
`C/C(=N\NC(=O)C(c1ccccc1)c1ccccc1)c1ccc(O)cc1` gave M4 PAM -1, IDE inh 1, PHOSPHO1 inh 14, p-CIP stab down -8, IDE act 3, CRFR2-BP antag 17, CRFR2-BP ag -5.3, GalR3 antagonist -10 and MEKK3 PB1 HTS 100.
For N=C1/C(=C\c2ccc(Br)o2)C(=O)N=C2SC(CC(=O)N3CCOCC3)=NN12 the results were M4 PAM -2, IDE inh 8, PHOSPHO1 inh 12, p-CIP stab down 4, IDE act 8, CRFR2-BP antag -11, CRFR2-BP ag 5.0, GalR3 antagonist -8 and MEKK3 PB1 HTS 102.
`CC(C)(C)n1nnnc1C(c1cccs1)N(Cc1cccnc1)CC1CCCO1` (configuration not stated) gave M4 PAM 6, IDE inh -4, PHOSPHO1 inh 11, p-CIP stab down 0, IDE act 0, CRFR2-BP antag 8, CRFR2-BP ag -1.2, GalR3 antagonist -5 and MEKK3 PB1 HTS 99.
`O=C(NC1CCN(Cc2ccccc2)CC1)C1CCN(S(=O)(=O)c2ccc(Cl)cc2)CC1` gave M4 PAM -5, IDE inh -7, PHOSPHO1 inh 37, p-CIP stab down -2, IDE act 2, CRFR2-BP antag -1, CRFR2-BP ag 0.5, GalR3 antagonist -3 and MEKK3 PB1 HTS 97.
O=C(Nc1nc(-c2ccccn2)cs1)C1COc2ccccc2O1 (configuration not stated) was read as M4 PAM -5, IDE inh 3, PHOSPHO1 inh 46, p-CIP stab down -1, IDE act -7, CRFR2-BP antag -7, CRFR2-BP ag 0.3, GalR3 antagonist 2 and MEKK3 PB1 HTS 108.
CCn1c(Cc2ccccc2)nnc1SCC(=O)NC1CCCC1 was read as M4 PAM 5, IDE inh -1, PHOSPHO1 inh -3, p-CIP stab down 13, IDE act 7, CRFR2-BP antag 0, CRFR2-BP ag -4.1, GalR3 antagonist -4 and MEKK3 PB1 HTS 100.
Cc1cccc(C)c1N(C(=O)c1ccco1)C(C(=O)NC1CCCC1)c1ccncc1 (configuration not stated) was read as M4 PAM 9, IDE inh 4, PHOSPHO1 inh 30, p-CIP stab down 0, IDE act -1, CRFR2-BP antag 6, CRFR2-BP ag -3.6, GalR3 antagonist -8 and MEKK3 PB1 HTS 99.
For CCCCN1C[C@H](Cc2ccccc2)[C@@H](CC(=O)NCc2ccc(OC)cc2)C1=O the results were M4 PAM 8, IDE inh 6, PHOSPHO1 inh 10, p-CIP stab down 0, IDE act 5, CRFR2-BP antag 0, CRFR2-BP ag -0.8, GalR3 antagonist -2 and MEKK3 PB1 HTS 100.
C/C(=N\NC(=O)c1ccco1)c1ccc(NC(=O)c2ccccc2)cc1 was read as M4 PAM 0, IDE inh -1, PHOSPHO1 inh 36, p-CIP stab down -2, IDE act 3, CRFR2-BP antag -5, CRFR2-BP ag 1.4, GalR3 antagonist -5 and MEKK3 PB1 HTS 108.
Screening CCN(CC)CCN1C(=O)C(=O)/C(=C(/O)c2ccc(Cl)cc2)C1c1ccncc1 (configuration not stated) returned M4 PAM -3, PHOSPHO1 inh -1, p-CIP stab down -2, IDE act 0, CRFR2-BP antag -15, CRFR2-BP ag 4.7, GalR3 antagonist -4 and MEKK3 PB1 HTS 99.
`CC(=O)c1cnc2c(-c3ccccc3)c(-c3ccccc3)nn2c1C` gave M4 PAM -2, IDE inh 1, PHOSPHO1 inh 34, p-CIP stab down 4, IDE act 5, CRFR2-BP antag 1, CRFR2-BP ag 0.8, GalR3 antagonist -8 and MEKK3 PB1 HTS 102.
`CC(=O)Nc1ccc(S(=O)(=O)N2CN(c3ccc(C)cc3)c3nc4ccccc4nc32)cc1` gave M4 PAM 0, IDE inh -1, PHOSPHO1 inh 15, p-CIP stab down -4, IDE act 6, CRFR2-BP antag -3, CRFR2-BP ag -0.5, GalR3 antagonist -2 and MEKK3 PB1 HTS 101.
Screening CCc1ccccc1NC(=O)CN(c1ccc(OC)cc1OC)S(=O)(=O)c1ccccc1[N+](=O)[O-] returned M4 PAM -3, IDE inh 0, PHOSPHO1 inh 28, p-CIP stab down -9, IDE act 5, CRFR2-BP antag 4, CRFR2-BP ag 1.4, GalR3 antagonist -6 and MEKK3 PB1 HTS 100.
CCN(C(=O)COC(=O)c1ccccc1Oc1ccccc1)c1c(N)n(Cc2ccccc2)c(=O)[nH]c1=O was read as M4 PAM 25*, IDE act 5, CRFR2-BP antag -25, CRFR2-BP ag 2.1 and GalR3 antagonist 0.
For C=C(C)C(COc1c2occc2cc2ccc(=O)oc12)OC(C)(C)C(O)COc1c2occc2cc2ccc(=O)oc12 (configuration not stated) the results were M4 PAM 0, IDE inh 3, IDE act 0, CRFR2-BP antag 6, CRFR2-BP ag -2.2 and GalR3 antagonist -1.
Screening O=C(CCCCl)NC(=S)Nc1ccc(N2CCOCC2)cc1 returned M4 PAM -5, IDE inh -6, PHOSPHO1 inh -5, p-CIP stab down 0, CRFR2-BP antag 0, CRFR2-BP ag 1.0, GalR3 antagonist -5 and MEKK3 PB1 HTS 90.
Screening O=C(CSC1=NS(=O)(=O)c2cc(F)ccc2N1)Nc1ccccc1F returned M4 PAM -4, IDE inh 5, IDE act -1, CRFR2-BP antag 15, CRFR2-BP ag -0.2 and GalR3 antagonist -3.
COc1ccc(-c2coc3cc(OC)ccc3c2=O)cc1 was read as M4 PAM 7, IDE act 1, CRFR2-BP antag -1, CRFR2-BP ag -0.8 and GalR3 antagonist -8.
`C/C=C/c1ccc(OCC(=O)OCC(=O)Nc2c(C)nn(-c3ccccc3)c2C)c(OC)c1` gave M4 PAM -3, IDE inh -2, IDE act 3, CRFR2-BP antag 13, CRFR2-BP ag -0.7 and GalR3 antagonist -3.
Screening CC1CCC(NC(=O)CN2C(=O)NC3(CCCCC3C)C2=O)CC1 (configuration not stated) returned M4 PAM 15, IDE inh 2, IDE act 6, CRFR2-BP antag -1, CRFR2-BP ag -0.4 and GalR3 antagonist -1.
Screening COc1ccc(Cl)cc1S(=O)(=O)N1CCCC(C(=O)NCc2ccccn2)C1 (configuration not stated) returned M4 PAM 2, IDE inh 6, IDE act -5, CRFR2-BP antag -5, CRFR2-BP ag 0.3 and GalR3 antagonist -1.
Screening COC(=O)COc1ccc(/C=C2/NC(=O)N(CC(=O)OC)C2=O)cc1 returned M4 PAM 4, IDE inh 1, PHOSPHO1 inh -16, p-CIP stab down -4, IDE act 4, CRFR2-BP antag 1, CRFR2-BP ag 0.1, GalR3 antagonist -10 and MEKK3 PB1 HTS 103.
For COc1ccccc1NC(=O)CN(C)S(=O)(=O)c1cccc2cccnc12 the results were M4 PAM -9, IDE inh -6, PHOSPHO1 inh 17, p-CIP stab down 1, IDE act 0, CRFR2-BP antag -5, CRFR2-BP ag -0.3, GalR3 antagonist 2 and MEKK3 PB1 HTS 99.
Screening CC(C)Cc1nnc(NC(=O)CCC(=O)NC2CCCc3ccccc32)s1 (configuration not stated) returned M4 PAM -2, IDE inh -3, PHOSPHO1 inh -11, p-CIP stab down -12, IDE act 3, CRFR2-BP antag -3, CRFR2-BP ag -1.0, GalR3 antagonist 0 and MEKK3 PB1 HTS 91.
O=C(NCCc1ccccc1)[C@@H]1CC=C[C@@H]2CCN(Cc3ccccc3)C(=O)[C@@H]21 was read as M4 PAM -4, IDE inh 0, IDE act 4, CRFR2-BP antag 3, CRFR2-BP ag -0.8, GalR3 antagonist 3 and MEKK3 PB1 HTS 102.
For COc1ccc(Nc2nc(C(=O)N(CCO)Cc3ccccc3)cs2)cc1 the results were M4 PAM -4, IDE inh 0, PHOSPHO1 inh 1, p-CIP stab down -8, IDE act 5, CRFR2-BP antag -5, CRFR2-BP ag -2.6, GalR3 antagonist -4 and MEKK3 PB1 HTS 99.
O=C(O)COCC(=O)Nc1ccc2c(c1)oc1ccccc12 was read as M4 PAM -5, PHOSPHO1 inh 26, p-CIP stab down -6, IDE act 2, CRFR2-BP antag 4, CRFR2-BP ag 0.1, GalR3 antagonist -9 and MEKK3 PB1 HTS 103.
For CCC1(O)CC(C(=O)OC)=NN1C(=O)c1ccccc1 (configuration not stated) the results were M4 PAM -9, IDE inh 2, PHOSPHO1 inh 7, p-CIP stab down -6, IDE act 5, CRFR2-BP antag 2, CRFR2-BP ag 1.2, GalR3 antagonist -9 and MEKK3 PB1 HTS 93.

Overlap with the part before: 3 entries, followed by the next part.
For COc1ccc(Nc2nc(C(=O)N(CCO)Cc3ccccc3)cs2)cc1 the results were M4 PAM -4, IDE inh 0, PHOSPHO1 inh 1, p-CIP stab down -8, IDE act 5, CRFR2-BP antag -5, CRFR2-BP ag -2.6, GalR3 antagonist -4 and MEKK3 PB1 HTS 99.
O=C(O)COCC(=O)Nc1ccc2c(c1)oc1ccccc12 was read as M4 PAM -5, PHOSPHO1 inh 26, p-CIP stab down -6, IDE act 2, CRFR2-BP antag 4, CRFR2-BP ag 0.1, GalR3 antagonist -9 and MEKK3 PB1 HTS 103.
For CCC1(O)CC(C(=O)OC)=NN1C(=O)c1ccccc1 (configuration not stated) the results were M4 PAM -9, IDE inh 2, PHOSPHO1 inh 7, p-CIP stab down -6, IDE act 5, CRFR2-BP antag 2, CRFR2-BP ag 1.2, GalR3 antagonist -9 and MEKK3 PB1 HTS 93.
For COc1ccc(C(C(=O)NC(C)(C)C)N(C(=O)CNC(=O)c2cccs2)c2cccnc2)cc1OC (configuration not stated) the results were M4 PAM 2, IDE inh 5, PHOSPHO1 inh -28, p-CIP stab down 5, IDE act 3, CRFR2-BP antag -12, CRFR2-BP ag 0.3, GalR3 antagonist -7 and MEKK3 PB1 HTS 102.
O=C(COC(=O)Cc1ccc(Cl)cc1)Nc1ccc(OC(F)F)cc1 was read as M4 PAM 0, IDE inh 7, PHOSPHO1 inh -1, p-CIP stab down -2, IDE act 2, CRFR2-BP antag 13, CRFR2-BP ag 1.1, GalR3 antagonist 0 and MEKK3 PB1 HTS 100.
For CCOc1ccc(-n2c(SCC(=O)Nc3ccc(OC)cc3OC)nc3c(c2=O)SCC3)cc1 the results were M4 PAM -1, IDE inh 2, PHOSPHO1 inh -1, p-CIP stab down 1, IDE act 4, CRFR2-BP antag -12, CRFR2-BP ag -4.9, GalR3 antagonist -2 and MEKK3 PB1 HTS 100.
Screening CC(C)COCc1ccc(O)c2ncccc12 returned M4 PAM 1, IDE inh -8, PHOSPHO1 inh 14, p-CIP stab down 1, IDE act 10, CRFR2-BP antag 12, CRFR2-BP ag -0.7, GalR3 antagonist -6 and MEKK3 PB1 HTS 98.
For COc1ccc(OC)c(CCNC(=O)C(C)n2nc(C)c3c(C)n(-c4ccc(C)cc4)nc3c2=O)c1 (configuration not stated) the results were M4 PAM -3, IDE inh 2, PHOSPHO1 inh 41, p-CIP stab down -38, IDE act 4, CRFR2-BP antag 0, CRFR2-BP ag 0.7, GalR3 antagonist 50* and MEKK3 PB1 HTS 103.
O=C1CC(NNc2ccccc2)C(=O)N1c1cccc(Cl)c1 (configuration not stated) was read as M4 PAM 16, IDE inh 2, PHOSPHO1 inh -97, p-CIP stab down 4, IDE act 2, CRFR2-BP antag 9, CRFR2-BP ag -0.6, GalR3 antagonist -6 and MEKK3 PB1 HTS 89.
